Neddylation inh: blocks human cullin neddylation | calls only at 25 µM | P61081+Q13564 | TR-FRET cullin neddylation, biochemical | 0.58% of 360,000 active; in the data active = inhibition above about 36%
SUMO1-SIM PPI: alters human SUMO1 binding to SIM partners; P63165; SUMO1 binding to a labelled peptide, TR-FRET, 1 h; inhibition, % at 20 µM; 0.33% of 360,000 active; AID 602429; in the data active = inhibition above about 37%
Target sequence (P63165 whole entry, looked up): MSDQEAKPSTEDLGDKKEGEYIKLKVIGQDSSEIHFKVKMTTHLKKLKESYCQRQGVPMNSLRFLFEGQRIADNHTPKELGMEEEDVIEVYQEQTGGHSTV
LMPTP inh: LMPTP (human) inhibition; 0.22% of 360,000 active; P24666; inhibition, % at 20 µM; AID 651560; recombinant LMPTP-A, OMFP fluorogenic substrate, fluorescence intensity;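 active = compounds that cut the enzyme signal by at least half of the control window in the single-dose screen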;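 also: plate controls were DMSO wells with enzyme plus substrate for no effect and substrate without enzyme for full effect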
Target sequence (P24666 whole entry, looked up): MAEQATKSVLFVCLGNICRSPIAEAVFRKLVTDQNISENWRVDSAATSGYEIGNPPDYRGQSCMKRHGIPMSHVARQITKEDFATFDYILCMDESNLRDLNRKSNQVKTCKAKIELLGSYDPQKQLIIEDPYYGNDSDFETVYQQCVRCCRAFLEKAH
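Test system: LMPTP-A phosphatase enzyme. Amount: LMPTP-A at 0.625 nM final in the reaction. Reagent: OMFP substrate, 400 µM final. Times: 50 min at room temperature. Signal: endpoint fluorescence intensity from OMFP dephosphorylation. Read-out basis: % inhibition. Benchmarks: no-enzyme and uninhibited controls.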
NadD block: blocks S. aureus nicotinate mononucleotide adenylyltransferase | purified NadD enzyme, colorimetric absorbance read-out | 0.78% of 360,000 active | inhibition, % at 20 µM | AID 602399; in the data active = inhibition above about 26%; also: some compounds past the cut are filed as inactive
Tb MetRS inh: blocks T. brucei methionyl-tRNA synthetase activity; purified T. brucei MetRS, ATP depletion, Kinase-Glo luminescence; inhibition, % at 11.9 µM; 0.4% of 360,000 active; AID 624268;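 active = inhibition above a per-plate cutoff of the control wells' mean inhibition plus 3 SD, cut at about 5.5% in these data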;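 also: 0% = DMSO wells median and 100% = median of wells with control inhibitor compound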
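Assay system: T. brucei methionyl-tRNA synthetase, purified | Medium: HEPES buffer with MgCl2, KCl, DTT, spermine, BSA, pyrophosphatase | Compound: 11.9 µM single point | Incubation: 15 min enzyme-compound preincubation, 2 h reaction, 10 min detection, 25 °C | Measured by: Kinase-Glo luciferase luminescence reporting remaining unconsumed ATP | Measure: % inhibition normalized to control-well medians | Replication: Singlicate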
Scp-1 inhibitor: inhibitors of human Scp-1 phosphatase | Recombinant Scp1, phosphopeptide, malachite green phosphate absorbance | Q9GZU7 | inhibition, % at 20 µM | 0.88% of 340,000 active;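 active = inhibition above about 50% at 20 µM, limit read from the data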;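 also: plate controls were DMSO wells with enzyme for no effect and wells lacking enzyme for full effect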
Target sequence (Q9GZU7 76-261 limits assumed): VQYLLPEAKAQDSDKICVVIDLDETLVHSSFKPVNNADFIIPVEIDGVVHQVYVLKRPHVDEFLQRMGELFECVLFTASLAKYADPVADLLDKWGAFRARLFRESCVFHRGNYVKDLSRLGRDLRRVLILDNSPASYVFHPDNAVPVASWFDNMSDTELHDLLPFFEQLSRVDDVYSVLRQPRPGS
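Test system: SCP-1 catalytic domain; Buffer or medium: Acidic Tris acetate buffer with magnesium and detergent; Also added: Phosphorylated 17-residue peptide substrate; Compound: single 20 µM dose, 1% DMSO; Schedule: enzyme reaction 45 min at room temperature, colour 5 min, stabilisation 30 min; Signal: Phosphate-binding colour reagent, absorbance read at 630 nm.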
SKN-1 inh: blocks SKN-1 activity in C. elegans. 0.49% of 360,000 active. C. elegans VP596 Pgst-4::GFP/RFP ratio, acrylamide-induced, 24 h. AID 624304. inhibition, % at 21.8 µM;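 active = interference check ratio from 0.5 to 1.5 plus GFP to RFP signal ratio inhibition reaching or exceeding a fixed threshold, cut at about 30% in these data, passing the limit was not always enough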; also: some compounds called inactive have numbers as strong as hits
STEP inh: blocks human striatal-enriched tyrosine phosphatase; P54829; recombinant STEP, OMFP fluorogenic substrate, fluorescence; inhibition, % at 20 µM; 0.25% of 360,000 active;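 active = inhibition at 20 µM, scaled per plate between control wells, above about 37%, limit read from the data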;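 also: 0% = DMSO with enzyme and substrate and 100% = substrate only without enzyme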
Target sequence (P54829 whole entry, looked up): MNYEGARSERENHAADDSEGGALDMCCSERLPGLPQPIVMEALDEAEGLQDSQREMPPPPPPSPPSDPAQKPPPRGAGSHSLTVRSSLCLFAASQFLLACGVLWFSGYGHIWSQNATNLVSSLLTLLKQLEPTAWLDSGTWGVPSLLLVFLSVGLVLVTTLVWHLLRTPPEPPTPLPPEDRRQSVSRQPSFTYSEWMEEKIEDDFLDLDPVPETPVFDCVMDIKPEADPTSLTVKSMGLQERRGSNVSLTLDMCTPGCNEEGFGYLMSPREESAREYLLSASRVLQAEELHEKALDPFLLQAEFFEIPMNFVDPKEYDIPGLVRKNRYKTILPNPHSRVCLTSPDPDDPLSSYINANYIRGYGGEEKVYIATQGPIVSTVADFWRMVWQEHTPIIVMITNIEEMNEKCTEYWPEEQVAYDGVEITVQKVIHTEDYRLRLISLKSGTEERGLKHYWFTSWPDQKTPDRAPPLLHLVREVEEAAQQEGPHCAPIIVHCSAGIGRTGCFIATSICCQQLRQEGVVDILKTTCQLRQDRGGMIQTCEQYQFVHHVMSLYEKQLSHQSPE
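Assay system: isolated STEP enzyme. Buffer or medium: pH 6.0 Bis-Tris with DTT and Tween 20. Also added: fluorogenic phosphatase substrate OMFP at 25 µM final. Dosing: 20 µM, 1% DMSO. Timing: 20 min reaction, room temperature, in the dark. Measured by: fluorescence intensity, excitation 480 nm, emission 540 nm. Evaluation: normalized % inhibition.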
NRP1-CendR mod: NRP-1/CendR interaction modulation | O14786 | FAM-RPARPAR peptide binding to NRP-1, fluorescence polarization | inhibition, % at 25 µM | 0.85% of 360,000 active | AID 602438;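 active = inhibition or corrected inhibition above about 18%, plus a signal ratio from 0.5 to 1.5, limit read from the data, passing the limit was not always enough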; also: strong numbers were not always called active
DNMT1 block: DNMT1 (human) enzyme inhibition; P26358; inhibition (reported as % activation of signal), % at 10 µM; 0.83% of 360,000 active; AID 588458; DNMT1 molecular beacon, Hinp1I cleavage, fluorescence; in the data active = inhibition above about 50%
Numbers without * were called inactive; i = inactive; . = not tested or not shown.

Second line of a record – Neddylation inh	SUMO1-SIM PPI	LMPTP inh	NadD block	Tb MetRS inh	Scp-1 inhibitor	SKN-1 inh	STEP inh	NRP1-CendR mod	DNMT1 block
#1 COc1ccc(CCNC(=O)CCc2ccsc2)cc1OC
  i	2	-1.0	-6	-0.6	-1	-6	0	-2	3
#2 CCC/C=N/NC(=O)C1COc2ccccc2O1 (centres undefined)
  i	3	-0.7	-1	-0.7	-2	-2	-4	3	3
#3 CC1=NC(C(F)(F)F)(C(F)(F)F)C2=C(CC(C)(C)CC2=O)N1Cc1ccco1
  i	1	-1.0	-3	-0.9	5	-3	0	22	0
#4 O=C(NNC(=O)c1sccc1-n1cccc1)c1cccs1
  i	3	0.0	1	2.5	4	-9	-1	14	-2
#5 CCOc1ccc(-c2nnc(SCC(=O)Nc3ccc4c(c3)c3ccccc3n4CC)n2N)cc1
  i	7	2.1	31*	-0.6	12	3	-2	0	59*
#6 COc1ccc(-c2cn3cccnc3n2)cc1NC(=O)c1ccc(Br)o1
  .	4	1.4	-4	-0.3	0	16	1	-3	-2
#7 Cc1cc(C)cc(CC(CC(=O)Nc2ccc(Cl)cc2)C(=O)O)c1 (centres undefined)
  i	8	-2.8	-9	1.1	-16	12	1	3	1
#8 CCn1c(N)c(C(=O)NCC2CCCO2)sc1=S (centres undefined)
  i	-7	-1.7	5	-0.1	-7	-1	15	-4	-1
#9 Cc1ccc(-c2c[n+](CC(=O)Nc3cc(=O)n(C)c(=O)n3C)c3n2CCC3)cc1
  i	1	-2.4	-5	-0.3	1	-5	0	8	0
#10 Cc1nc(N)ncc1CCC1OCCO1
  i	6	5.9	-3	0.4	.	9	1	3	-2
#11 COc1cccc(C2C(C(=O)c3cccs3)=C(O)C(=O)N2c2cc(C)on2)c1 (centres undefined)
  i	-10	-0.8	0	0.1	-7	15	1	5	0
#12 O=C1C=C(Nc2ccc(Cl)cc2)CC(c2ccc(Cl)cc2)C1 (centres undefined)
  i	2	2.3	17	2.2	6	6	-2	-2	1
#13 CCCOc1ccc(C(=O)CCC(=O)OC(C)C(=O)Nc2ccc(NC(C)=O)cc2)cc1 (centres undefined)
  i	-2	0.5	2	-0.5	-6	-6	-1	10	0
#14 CCn1c(C)c(C)c2cc(C(=O)NCCCN3CCCCCC3)ccc21
  i	-35	3.7	28	-0.7	3	5	-2	-6	-2
#15 COc1ccc(NC(=O)CSc2nc(O)cc(=O)n2-c2ccc(OC)cc2)cc1
  i	7	0.6	-2	-0.3	-6	2	2	-7	-3
#16 Cc1nnc(SCc2nc3ccccc3s2)n1-c1ccccc1
  i	0	2.2	8	-0.1	-9	7	3	-24	-10
#17 CCn1c(/N=C/c2ccccc2NS(=O)(=O)c2ccc(C)cc2)nc2ccccc21
  i	5	2.6	0	6.5*	-4	5	-4	-23	3
#18 COC(=O)c1ccc(CSc2nc3ccc(S(=O)(=O)N4CCOCC4)cc3[nH]2)cc1
  i	4	-0.3	-3	0.0	-5	5	2	2	0
#19 CCOC(=O)C1CCN(C(=O)c2ccco2)CC1
  i	-4	-0.7	3	-1.1	-8	-27	-1	-16	0
#20 CCN(CC)S(=O)(=O)c1ccc(C(=O)OCC(=O)NCCN2C(=O)CSC2=O)cc1
  i	-4	0.1	-7	-0.6	-1	9	1	-7	2
#21 CCOc1ccc(NC(=O)CN(C)C(=O)c2n[nH]c(=O)c3ccccc23)cc1OCC
  i	0	-0.8	4	0.5	-8	6	0	-4	0
#22 Cn1c(Cn2c(=O)sc3ccccc32)nnc1SCC(=O)N1CCCC1
  i	5	-1.1	0	1.8	11	14	2	-15	-3
#23 O=C(NC1CCCCC1)C(=S)NCc1ccccc1
  i	-3	0.7	0	0.0	-7	-2	-1	5	2
#24 COc1cc(-c2noc(C)c2C(=O)NCCc2c[nH]c3ccccc23)cc(OC)c1OC
  i	2	-0.9	-21	-0.3	-6	-7	-2	-5	-8
#25 CC1CCN(Cc2cc(=O)oc3cc4c(cc23)CCCC4)CC1
  i	-4	0.4	-4	2.4	-8	21	0	-3	3
#26 O=C(c1cccc(S(=O)(=O)N2CCCC2)c1)N1CCCC(C(F)(F)F)C1 (centres undefined)
  i	-199	-11	-2	0.4	-10	6	-5	48	-28
#27 NS(=O)(=O)c1ccc(NC(=S)NC(=O)c2cccc(Br)c2)cc1
  i	4	0.1	-2	-0.2	-9	-1	4	6	3
#28 CC(C)C(=O)Nc1ccc2c(c1)C(=O)N(CCC(=O)O)C2=O
  .	-4	-0.7	-1	-0.9	13	-4	-2	4	2
#29 COC(=O)c1ccc(Oc2ccc(C(C)(C)C)cc2)c([N+](=O)[O-])c1
  i	-6	3.6	7	-0.3	-4	-24	7	3	3
#30 CS(=O)(=O)N1N=C(c2ccco2)CC1c1ccc(Cl)cc1 (centres undefined)
  i	-6	-2.1	1	-0.9	-1	-8	0	-6	-11

Compounds shown so far that contain a thiophene ring, fused or not, in the order listed:
Second line of a record – Neddylation inh	SUMO1-SIM PPI	LMPTP inh	NadD block	Tb MetRS inh	Scp-1 inhibitor	SKN-1 inh	STEP inh	NRP1-CendR mod	DNMT1 block
#1 COc1ccc(CCNC(=O)CCc2ccsc2)cc1OC
  i	2	-1.0	-6	-0.6	-1	-6	0	-2	3
#4 O=C(NNC(=O)c1sccc1-n1cccc1)c1cccs1
  i	3	0.0	1	2.5	4	-9	-1	14	-2
#11 COc1cccc(C2C(C(=O)c3cccs3)=C(O)C(=O)N2c2cc(C)on2)c1 (centres undefined)
  i	-10	-0.8	0	0.1	-7	15	1	5	0

Additional compounds.
Second line of a record – Neddylation inh	SUMO1-SIM PPI	LMPTP inh	NadD block	Tb MetRS inh	Scp-1 inhibitor	SKN-1 inh	STEP inh	NRP1-CendR mod	DNMT1 block
#31 Cn1c(C(=O)NCCCN2CCc3ccccc3C2)cc2c(=O)n(C)c3ccccc3c21
  i	-1	18	3	-0.3	-1	8	-1	-16	-3
#32 COc1ccc2nc3n(c(=O)c2c1)-c1ncccc1C(=O)NC3CC(C)C (centres undefined)
  i	3	1.5	-4	-0.4	.	-1	1	2	4
#33 Cc1ccccc1-c1nnc(CS(=O)(=O)c2ccccc2)o1
  i	-4	-1.7	-7	0.1	-5	-5	0	7	1
#34 O=C(NCc1ccccn1)c1ccc(CNS(=O)(=O)c2cccc(Cl)c2)cc1
  i	1	-0.2	-5	-0.4	-3	4	0	-2	0
#35 CC1CCCC(C)N1CC(O)COc1ccc(Cl)cc1 (centres undefined)
  i	-3	-0.3	1	-0.5	-7	6	0	9	3
#36 COc1ccccc1CNc1ccc(CNc2ncn[nH]2)cc1
  i	0	-1.3	2	-0.4	-1	-3	2	-3	-1
#37 NC(=O)NOCc1ncc(C(F)(F)F)cc1Cl
  i	1	-1.2	2	-0.3	-3	-9	4	-6	2
#38 COc1cccc2sc(N(CCCN(C)C)C(=O)C(c3ccccc3)c3ccccc3)nc12
  i	-37	-2.4	15	0.1	59*	-7	-1	-4	0
#39 CS(=O)(=O)N(CC(=O)N1CCN(c2ccc(F)cc2)CC1)C1CCCCC1
  i	7	0.3	-4	-1.1	-4	12	1	2	0
#40 CC(C)(C)NS(=O)(=O)c1ccc(OCC(=O)Nc2ccc3c(c2)OCCO3)cc1
  i	4	-0.6	-3	-0.2	-4	-7	0	10	3
#41 CN(C)S(=O)(=O)c1cccc2nsnc12
  i	-21	0.2	0	0.1	9	8	1	0	0
#42 CC(=O)N1CCC(C(=O)Nc2nc(-c3ccccc3)ns2)CC1
  i	2	-1.9	-2	0.2	-4	0	3	-17	3
#43 COC(=O)N1[C@H](Cc2ccccc2)C=C[C@]1(C)C(=O)O
  i	2	0.1	0	0.3	4	4	1	-5	3
#44 COc1ccccc1NS(=O)(=O)c1ccc(N2CCOCC2)c(N)c1
  i	-1	-0.9	3	-0.4	3	21	-2	17	-1
#45 Cc1cc(S(=O)(=O)/N=C(\N)c2ccc(C(N)=O)cc2)cc(C)c1F
  i	-1	-0.8	-10	-1.3	-12	25	-2	9	-1
#46 COc1ccc(C2C(C(=O)NCc3ccccn3)CCC(=O)N2c2cc(OC)c(OC)c(OC)c2)cc1 (centres undefined)
  i	9	-1.3	4	2.9	-13	-6	-2	-2	0
#47 c1ccc(CCNCC2COc3ccccc3O2)cc1 (centres undefined)
  i	-2	-1.3	-5	-0.7	2	-6	-1	1	1
#48 CCC(Cc1ccccc1)NC(=O)CCn1cccc1 (centres undefined)
  i	-1	-0.9	11	-0.7	2	11	-2	-3	-2
#49 Cc1ccc(OCC(=O)NC2CCS(=O)(=O)C2)cc1 (centres undefined)
  i	2	0.3	-3	-0.5	-7	-11	2	1	4
#50 CCCS(=O)(=O)NC(=O)C1(C)CCCN(C(=O)c2ccccc2C(F)(F)F)C1 (centres undefined)
  i	3	-2.3	-4	-0.1	.	6	-2	-4	2
#51 O=C(Oc1ccc2c(c1)OCO2)c1cccs1
  i	-3	-0.4	5	-0.5	-3	3	3	9	0
#52 Cc1cc2nc(-c3cccc(Cl)c3)c(Cc3cccc(Cl)c3)n2c(C)c1Br
  i	3	3.9	22	-0.2	.	23	.	0	.
#53 O=C(Cn1cnnn1)NCCc1ccc(Cl)cc1Cl
  i	5	-0.4	-1	9.4*	-5	-6	-2	5	1

Retrieved one by one from the entries so far:
Second line of a record – Neddylation inh	SUMO1-SIM PPI	LMPTP inh	NadD block	Tb MetRS inh	Scp-1 inhibitor	SKN-1 inh	STEP inh	NRP1-CendR mod	DNMT1 block
#48 CCC(Cc1ccccc1)NC(=O)CCn1cccc1 (centres undefined)
  i	-1	-0.9	11	-0.7	2	11	-2	-3	-2
#50 CCCS(=O)(=O)NC(=O)C1(C)CCCN(C(=O)c2ccccc2C(F)(F)F)C1 (centres undefined)
  i	3	-2.3	-4	-0.1	.	6	-2	-4	2

Source: PubChem BioAssay
